# LMP1 NFkB inh: EBV LMP1-driven NF-kappaB luciferase reporter inhibitors, primary screen, cell-based, luminescence, single point. AID 504558, 2011. inhibition, % at 12.5 µM. 350,000 tested, 0.69% active. LMP1-induced NF-kappaB luciferase reporter cells; in the data active = inhibition above about 41%;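 also: 0% = neutral control wells and 100% = reference inhibitor control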
# NCOA3 inh: SRC3 coactivator transcriptional activity inhibitors, primary screen, cell-based, luminescence; HEK293 GAL4-SRC3 luciferase reporter; 360,000 tested, 0.17% active; inhibition, % at 3.6 µM;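 active = inhibition above a per-campaign cutoff, the mean of all compounds plus 3 SD, cut at about 60% in these data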;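 also: 0% = DMSO-treated cells and 100% = gossypol-treated cells at 36 µM; higher means less SRC3-driven luciferase light from the GAL4 reporter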
# Target sequence (Q9Y6Q9 whole entry, looked up, the tested form may be a part): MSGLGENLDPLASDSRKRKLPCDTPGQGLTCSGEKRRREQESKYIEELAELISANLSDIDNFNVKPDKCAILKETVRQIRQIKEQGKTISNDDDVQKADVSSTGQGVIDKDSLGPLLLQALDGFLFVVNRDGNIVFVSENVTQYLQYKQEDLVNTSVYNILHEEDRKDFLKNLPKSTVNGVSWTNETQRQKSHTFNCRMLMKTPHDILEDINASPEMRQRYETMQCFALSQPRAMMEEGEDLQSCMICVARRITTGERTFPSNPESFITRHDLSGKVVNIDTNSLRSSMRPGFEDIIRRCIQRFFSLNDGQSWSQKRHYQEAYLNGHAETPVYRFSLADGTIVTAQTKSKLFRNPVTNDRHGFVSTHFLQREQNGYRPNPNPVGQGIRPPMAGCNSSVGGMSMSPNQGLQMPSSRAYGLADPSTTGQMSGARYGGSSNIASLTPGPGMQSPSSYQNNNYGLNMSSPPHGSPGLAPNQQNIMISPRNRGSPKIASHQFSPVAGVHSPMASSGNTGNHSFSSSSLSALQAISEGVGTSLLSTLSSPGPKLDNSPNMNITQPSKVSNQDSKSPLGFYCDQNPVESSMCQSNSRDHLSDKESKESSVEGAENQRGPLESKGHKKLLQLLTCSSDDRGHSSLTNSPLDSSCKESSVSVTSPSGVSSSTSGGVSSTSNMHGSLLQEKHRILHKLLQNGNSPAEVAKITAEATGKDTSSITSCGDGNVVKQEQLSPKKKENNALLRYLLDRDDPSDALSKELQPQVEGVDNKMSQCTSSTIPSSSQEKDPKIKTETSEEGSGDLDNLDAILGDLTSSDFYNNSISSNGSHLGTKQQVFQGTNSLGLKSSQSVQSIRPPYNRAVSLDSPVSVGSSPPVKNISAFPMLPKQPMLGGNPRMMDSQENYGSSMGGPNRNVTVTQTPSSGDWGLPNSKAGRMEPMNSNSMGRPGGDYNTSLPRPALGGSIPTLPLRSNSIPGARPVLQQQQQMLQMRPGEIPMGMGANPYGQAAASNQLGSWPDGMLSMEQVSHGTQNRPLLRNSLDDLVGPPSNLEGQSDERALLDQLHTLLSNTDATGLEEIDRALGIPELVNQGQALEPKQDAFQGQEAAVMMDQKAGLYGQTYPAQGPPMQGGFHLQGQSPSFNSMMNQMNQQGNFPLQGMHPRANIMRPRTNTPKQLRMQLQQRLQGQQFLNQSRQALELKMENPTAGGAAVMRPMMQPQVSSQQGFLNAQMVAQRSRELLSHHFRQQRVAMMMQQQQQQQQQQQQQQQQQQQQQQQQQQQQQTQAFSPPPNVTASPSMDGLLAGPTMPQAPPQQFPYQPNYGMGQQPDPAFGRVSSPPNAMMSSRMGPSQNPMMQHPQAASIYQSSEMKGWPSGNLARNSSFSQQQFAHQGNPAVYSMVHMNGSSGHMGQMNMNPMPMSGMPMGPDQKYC
# NCOA1 inh: SRC1 coactivator transcriptional activity inhibitors, primary screen, cell-based, luminescence; HEK293 GAL4-SRC1 luciferase reporter; inhibition, % at 3.6 µM; 360,000 tested, 0.12% active; Nuclear receptor coactivator 1 (Homo sapiens), Q15788;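 active = inhibition above the campaign mean plus 3 SD, with each screening campaign given its own cutoff, cut at about 60% in these data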;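 also: 0% = DMSO treated cells and 100% = gossypol at 36 µM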
# TRAIL sens C8: viability loss with TRAIL in NB7+C8 cells, primary screen, TRAIL sensitizer project, cell-based, ATPlite luminescence. inhibition (viability loss, TRAIL sensitization), % at 10 µM. 360,000 tested, 1% active. AID 624354, 2012;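 active = compounds causing at least 50% loss of cell viability in the single-dose screen, relative to plate controls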
# KKLEB cytotox: cytotoxicity in KKLEB CF airway cells, primary screen, cytotoxicity control for CF NF-kB inhibitor project, cell-based, uHTS, fluorescence assay plates; activity change (cytotoxicity), % at 5 µM; KKLEB CF airway cells viability, ATPlite luminescence, overnight; hits give low values; cells stimulated with P. aeruginosa culture filtrate; 360,000 tested, 0.36% active; AID 602141, 2011;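 active = corrected activity change at or below -50% at 5 µM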
# NCOA2 inhibitor: inhibition of GAL4-SRC2 driven luciferase reporter, primary screen, SRC2 inhibitor project, cell-based, luminescence; Nuclear receptor coactivator 2 (Homo sapiens), Q15596; HEK293 GAL4-SRC2 luciferase reporter; inhibition, % at 9 µM; 370,000 tested, 0.17% active; AID 651957, 2012;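 active = inhibition above the mean inhibition of all tested compounds plus 3 SD, set per campaign, cut at about 52% in these data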;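 also: 0% = DMSO treated cells and 100% = cells given Gossypol at 36 µM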
# COUP-TFII inh: NR2F2 transcriptional activity inhibitors, primary screen, cell-based, luciferase reporter, HEK293T, luminescence. HEK293T NGFI-A luciferase reporter. inhibition, % at 8.6 µM. 370,000 tested, 0.7% active;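 active = inhibition above a per-plate cutoff, mean inhibition of test wells between control levels plus 3 SD, cut at about 38% in these data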;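 also: cells cotransfected with COUP-TFII expression vector driving the NGFI-A reporter; 0% = median of COUP-TF2 test wells and 100% = reporter-only cells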
# CF NFkB block: inhibitors of PAF-induced NF-kB signaling, primary screen, cell-based, GFP fluorescence, uHTS; inhibition, % at 5 µM; 360,000 tested, 0.86% active; KKLEB NF-kB-GFP reporter, GFP fluorescence overnight;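 active = at least 50% inhibition at 5 µM, scaled per plate between neutral and stimulator controls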;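 also: PAF is a Pseudomonas aeruginosa culture filtrate used as stimulus; plate controls were PAF-stimulated DMSO wells for no effect and unstimulated DMSO wells for full effect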
# TWEAK Fn14 block: inhibitors of TWEAK-Fn14 signaling, primary screen, luciferase reporter cells, uHTS. TWEAK-stimulated Fn14 reporter cells, luciferase luminescence, 8 h. AID 1159606, 2016. 360,000 tested, 2% active. inhibition, % at 10 µM; in the data active = inhibition above about 50%
# TROY signal inh: inhibitors of TROY-driven NF-kB signaling, primary screen, Q293 LMP1-TROYcd cells, NF-kB luciferase, uHTS; Q293 LMP1-TROYcd NF-kB luciferase reporter, 4 h; inhibition, % at 10 µM; 360,000 tested, 0.98% active; AID 1347056, 2019;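 active = compounds whose plate-normalised and pattern-corrected inhibition of the luciferase reporter signal at the single screening dose is 50% or more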
# NR5A2 inv ag: LRH-1 (NR5A2) inverse agonists, primary screen, cell-based, luminescence, HEK293T, StAR-luciferase reporter; Nuclear receptor subfamily 5 group A member 2 (Homo sapiens), O00482; LRH-1 transfected, 24 h; inhibition, % at 3.6 µM; 360,000 tested, 0.13% active; AID 602396, 2012;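 active = inhibition above the mean inhibition of all tested compounds plus 3 SD, cut at about 73% in these data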;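 also: 0% = DMSO wells and 100% = reporter-only cells lacking LRH-1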
# The depositor's hits bear a star; . = no result given; & = joins results of further samples; ! = repeats disagree.
SMILES,LMP1 NFkB inh,NCOA3 inh,NCOA1 inh,TRAIL sens C8,KKLEB cytotox,NCOA2 inhibitor,COUP-TFII inh,CF NFkB block,TWEAK Fn14 block,TROY signal inh,NR5A2 inv ag
Cc1ccc2nc(SCC(=O)N3CCCc4ccccc43)nc(=O)n2c1,-1,9,-13,26,-8,-6,-19,29,-9,-22,18
Cc1nnc(SCC(=O)Nc2ccc(N3CCOCC3)cc2)n1Cc1ccccc1,2,0,-4,7,5,-32,-14,-22,-9,-9,5
C=CCNC(=S)N/N=C(\C)c1cccnc1,3,10,6,4,-1,-2,9,-10,-8,2,9
CC(OC(=O)c1cccc(S(=O)(=O)N2CCCC2)c1)C(=O)NC1CCCCC1C (stereo unspecified),3,1,-1,9,9,-20,7,20,-1,-8,-1
O=C(CN1C(=O)CCC1=O)NC(=O)NC1CCCC1,-12,8,-6,9,-3,-31,22,11,-13,-4,13
CCOC(=O)Nc1nnc(/C=C/c2ccc(OC)cc2)s1,-12,-7,-28,12,4,-17,2,2,-23,-41,-18
CCOC(=O)c1c(C)oc2c1c1c(c3ccccc32)OCN(Cc2cccnc2)C1,-2,-25,-18,-13,-15,.,.,13,-25,28,4
Oc1ccc(-c2n[nH]c(=S)n2Cc2ccco2)cc1,-19,2,2,4,-4,7,4,21,-2,17,-20
Cc1ccccc1NCCC(=O)Nc1ccc(Cl)cc1,4,-8,-15,12,1,-16,5,1,-1,-52,-15
Cc1ccc(S(=O)(=O)NCC(=O)OCc2cc(=O)oc3c(C)c(C)ccc23)cc1C,-5,8,-7,0,-4,6,8,-6,6,0,17
Cc1cccc(CCN(C(=O)c2csnn2)C(C(=O)NC2CCCC2)c2ccco2)c1 (stereo unspecified),-7,6,-15,7,5,-7,14,7,-2,-7,0
Cc1nc2ccccn2c(=O)c1NC(=O)c1ccc(Br)o1,2,-14,2,-4,-10,-44,26,12,4,4,1
COc1cc(NC(=O)CCC(=O)OCCCC(F)(F)C(F)(F)F)nc(OC)n1,3,14,1,-4,3,-28,-19,0,6,12,21
Cc1cc2occ(CC(=O)N(C)CC(=O)Nc3ccccc3Br)c2cc1C,-10,5,-13,8,-7,14,6,-1,-19,-7,8
Cc1cc(NS(=O)(=O)c2c(C)c(C)cc(C)c2C)no1,3,3,-14,13,8,12,-4,13,5,-22,3
NC(=S)N1CCCc2ccccc21,-1,14,0,-13,2,-18,2,-1,10,1,1
Cn1c(-c2cnn(-c3ccccc3)c2-n2cccc2)n[nH]c1=S,-5,6,-11,-4,9,-14,4,9,-10,12,-1
O=C(c1ccc(-n2cncn2)c([N+](=O)[O-])c1)N1CCN(S(=O)(=O)c2ccc(Br)cc2)CC1,8,8,-15,-1,10,14,4,3,-5,-12,17
O=C(c1ccc(-c2ccccc2)cc1)C1CCCN(C(=O)c2cncs2)C1 (stereo unspecified),-3,7,11,-1,11,-7,0,-5,-14,-52,-12
COc1cc(/C=C(\C#N)C(=O)Nc2ccccc2F)ccc1OCCN1CCOCC1,-6,-32,-28,2,-4,-72,-4,18,7,-11,-36
CC(OC(=O)/C=C/c1ccco1)C(=O)Nc1cccc([N+](=O)[O-])c1 (stereo unspecified),0,-7,-30,2,6,15,12,-8,15,12,1
CCCCN(C(=O)c1cc(S(=O)(=O)N2CCOCC2)ccc1N1CCOCC1)c1ccccc1,0,13,13,24,1,-9,5,-24,16,-6,1
O=C(/C=C/c1ccc(Br)o1)NCc1ccccc1,1,-7,-12,4,0,-43,6,-17,12,6,-13
COc1cc(C[C@@H](C)[C@@H](C)Cc2ccc(O)c(OC)c2)ccc1O,8,4,11,3,-5,-5,9,2,-12,24,15
CCN(CC)S(=O)(=O)c1ccc(C(=O)Nc2ccc(C(F)(F)F)n(C)c2=O)cc1,7,-1,-9,2,11,-8,18,2,26,9,-3
COc1cccc(/C=C/c2nc(S(=O)(=O)c3ccccc3)c(N3CCC(C(N)=O)CC3)o2)c1,2,-11,-1,-8,-6,-2,-22,-6,11,-1,-14
COc1ccc(NC(=O)c2cc(C3CCCCN3C(=O)c3ccc(Cl)cc3)on2)c(C)c1 (stereo unspecified),.,2,5,-2,10,-3,6,-6,-25,4,-21
O=C(Oc1ccccc1OC(=O)N1CCOCC1)N1CCOCC1,-17,21,-4,-4,5,-12,-19,-5,-18,8,4
O=C(/C=N/O)Nc1ccccc1,6,-3,2,5,0,2,10,1,13,-16,-5
O=[N+]([O-])c1ccc(N=Cc2ccc(Br)c([N+](=O)[O-])c2)cc1,-14,7,1,3,-9,-5,3,6,5,-13,1
CCCCNCCOc1ccccc1-c1ccccc1,-1,20,-3,-4,-7,25,-4,9,28,4,15
COC(=O)c1ccccc1C(=O)N1CCCC(CCC(=O)NCc2ccc(F)c(F)c2)C1 (stereo unspecified),10,7,-38,0,15,6,-6,5,-3,-32,-24
Cc1ccc(NC(=O)CN2C(=O)NC3(CCCC3)C2=O)cc1S(=O)(=O)N1CCCCC1,-1,-1,-15,12,27,-8,-6,-18,-6,-10,-26
O=C(Nc1cccc(F)c1)/C(=C\c1cccnc1)NC(=O)c1ccco1,-12,12,-24,0,2,-2,-11,9,5,-1,1
CC(=O)Nc1ccc(S(=O)(=O)N(CC(=O)Nc2cc(C)on2)Cc2ccc(F)cc2)cc1,3,15,-2,2,-4,9,-7,-1,-15,4,6
O=C(CNC(=O)c1cccc(Cl)c1)N/N=C/C=C/c1ccccc1,-4,-1,-23,-13,16,0,-1,9,3,-4,-2
COc1ccc(NC(=O)CSc2nc3ccccc3c(=O)n2CCCO)cn1,2,18,-10,4,18,13,-6,13,4,5,-2
COc1ccc2c(c1)OC(=O)CC2c1ccccc1OC (stereo unspecified),-4,0,-12,-2,10,-29,0,3,3,-14,2
CCC1Nc2ncnc(N3CCCCC3)c2N(Cc2ccc(C)cc2)C1=O (stereo unspecified),1,-21&-13,-34&-6,-11&-10,-10&-19,3&5,-3&1,71*!,-18&-10,8&15,0&4
O=C(CN1CCN(S(=O)(=O)c2ccccc2)CC1)NC(=O)NC1CCCCC1,8,1,7,2,0,-30,-5,2,-3,5,-4
c1ccc(CN=C2Nc3ccccc3CS2)nc1,-28,-73,-78,4,1,-65,-34,1,-8,-70,-106
C=CCNC(=S)NNC(=O)c1cc(-c2cccnc2)nc2ccccc12,-4,-2,2,7,-14,-6,5,8,-22,-3,2
CCCNC(=O)c1cc(C2CCCN(C(=O)c3ccc4ccccc4c3)C2)on1 (stereo unspecified),.,-15,-19,-3,8,-2,9,-38,-1,0,-8
O=C(NCc1cccs1)C1CCN(S(=O)(=O)N2CCCC2)CC1,3,9,-6,-1,4,10,-7,-7,-16,-9,-4
CC(=O)Nc1ccc(NC(=O)COC(=O)CCCc2c[nH]c3ccccc23)cc1,1,13,-12,7,17,-19,3,-36,-12,0,-13
O=C(CC(C(=O)O)c1ccc(Cl)cc1)c1ccccc1 (stereo unspecified),-6,13,-4,3,11,2,14,2,-17,6,5
O=C(N/N=C/c1cn(-c2ccccc2)nc1-c1cccnc1)c1ccccc1,-2,-42,-40,-3,-10,-9,-5,-4,10,-16,-28
O=[N+]([O-])c1ccc(N(c2ccccc2)c2ccccc2)cc1,8,-17,11,8,-8,12,-9,-12,-14,0,-5
Nc1nonc1-n1nnc(C(=O)N/N=C/c2ccc(OCc3ccc(F)cc3)cc2)c1COc1ccccc1,-15,-35,-67,25,-42,-40,3,39,-86,-65,-7
COc1ccc(-c2csc(Nc3ccc(S(N)(=O)=O)cc3)n2)cc1,-10,-6,-21,7,14,4,6,-18,-5,-4,19

# More structures.
SMILES,LMP1 NFkB inh,NCOA3 inh,NCOA1 inh,TRAIL sens C8,KKLEB cytotox,NCOA2 inhibitor,COUP-TFII inh,CF NFkB block,TWEAK Fn14 block,TROY signal inh,NR5A2 inv ag
O=C1S/C(=C/c2ccc(N3CCOCC3)o2)C(=O)N1Cc1ccc(F)cc1,-4,-1,-5,2,16,2,10,-9,-11,2,3
CN(C)N1C(=O)CC(NNC(=O)c2ccncc2)C1=O (stereo unspecified),5,17,-33,-8,9,16,11,2,-15,15,5
CCn1c(SCc2nc3scc(-c4ccccc4)c3c(=O)[nH]2)nnc1-c1cccs1,3,13,-10,-5,-2,-16,2,-1,28,33,-21
COc1cccc(Nc2nc(-c3ccccc3O)nc3ccccc23)c1,2,13,10,-10,-1,10,2,-3,-2,-47,9
O=C(CNC(=O)c1ccccc1F)Nc1ccc2c(c1)CCC2,-10,-48,-63,-13,8,-19,-21,11,-31,-48,-7
CC1Cc2ccccc2N1S(=O)(=O)c1ccc2c(c1)n(C)c(=O)c(=O)n2C (stereo unspecified),6,8,-2,3,-6,13,-1,29,17,12,12
CC(=O)OC1COC(N2CCc3cc([N+](=O)[O-])ccc32)C(OC(C)=O)C1OC(C)=O (stereo unspecified),5,8,10,-18,-4,11,-4,6,7,-12,-20
CC1=NN(C2=NS(=O)(=O)c3ccccc32)C(C)(O)C1 (stereo unspecified),-3,2,-8,1,-2,-40,27,-6,3,-4,17
C=CCc1c(C)[nH]c(=S)c(C#N)c1C,-1,-7,2,-9,-5,-10,8,14,-14,-2,5
Cc1occc1C(=O)Nc1ccc2ccccc2c1,-34,-73,-97,9,-15,-25,-35,-20,-27,30,-167

# Another view of some results above.
canonical_smiles	LMP1 NFkB inh	NCOA3 inh	NCOA1 inh	TRAIL sens C8	KKLEB cytotox	NCOA2 inhibitor	COUP-TFII inh	CF NFkB block	TWEAK Fn14 block	TROY signal inh	NR5A2 inv ag
COc1cccc(Nc2nc(-c3ccccc3O)nc3ccccc23)c1	2	13	10	-10	-1	10	2	-3	-2	-47	9
O=C(CNC(=O)c1ccccc1F)Nc1ccc2c(c1)CCC2	-10	-48	-63	-13	8	-19	-21	11	-31	-48	-7

# Following part.
SMILES,LMP1 NFkB inh,NCOA3 inh,NCOA1 inh,TRAIL sens C8,KKLEB cytotox,NCOA2 inhibitor,COUP-TFII inh,CF NFkB block,TWEAK Fn14 block,TROY signal inh,NR5A2 inv ag
O=C(CCNS(=O)(=O)c1cccc2nsnc12)NC1CCCc2ccccc21 (stereo unspecified),1,-2,-20,-5,4,-22,5,-8,4,18,9
OCC1(Cc2ccccc2)CCN(Cc2ccc(-c3ccco3)cc2)CC1,0,-17,3,4,-1,26,15,-1,-7,2,-3
COC(=O)[C@]1(Cc2ccccc2)N[C@H](CN(C)C(=O)c2ccc(F)cc2)[C@@H]2C(=O)N(Cc3ccccc3)C(=O)[C@@H]21,-13,6,-8,2,2,-27,4,-7,2,-9,12
NC(=O)CSc1cn(Cc2ccccc2)c2ccccc12,-3,-3,-6,-3,4,-14,-1,-5,3,-1,-6
COc1ccc(C2=NOC(Cn3nc(C(=O)O)cc3-c3ccccc3)C2)cc1 (stereo unspecified),7,7,-7,-5,11,11,-7,10,-1,3,16
